IDH1 R132H inh: human IDH1 R132H inhibition | O75874 | IDH1-R132H enzyme, NADPH consumption, diaphorase/resazurin fluorescence | Potency, µM (titrated, usually from 76.6 µM), for inactives: at the highest dose activity change, negative = inhibition, actives largely listed as inhibitors | actives 0.093% (n = 390,000) | AID 602179; note: potency is the fitted concentration of half-maximal effect; % is set by controls: 0 for no effect and ±100 for the full control effect; nearly all actives have a fitted effect of over 65% in size
Target sequence (O75874 whole entry R132H, stated change not applied): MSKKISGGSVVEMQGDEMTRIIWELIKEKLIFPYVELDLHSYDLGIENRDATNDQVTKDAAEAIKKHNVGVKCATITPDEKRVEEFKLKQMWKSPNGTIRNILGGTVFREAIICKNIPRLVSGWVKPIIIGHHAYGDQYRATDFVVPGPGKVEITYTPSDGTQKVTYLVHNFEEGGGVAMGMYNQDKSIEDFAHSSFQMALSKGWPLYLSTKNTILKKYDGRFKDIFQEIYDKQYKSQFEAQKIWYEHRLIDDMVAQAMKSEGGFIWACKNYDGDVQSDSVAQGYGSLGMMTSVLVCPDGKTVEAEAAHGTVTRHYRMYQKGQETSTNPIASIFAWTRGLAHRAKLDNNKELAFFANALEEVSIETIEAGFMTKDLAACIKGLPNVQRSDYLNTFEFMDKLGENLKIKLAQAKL
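IDH1-R132H (0.5 ug/mL dispensed) in pH 7.5 Tris buffer was preincubated 30 min with compound, then given a substrate mix of 0.016 mM NADPH and 2 mM alpha-KG for 80 min at room temperature; remaining NADPH was read by diaphorase/resazurin fluorescence.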
LDHA inh: inhibitors of human lactate dehydrogenase A. P00338. purified LDHA, NADH/diaphorase-resazurin fluorescence; stronger effect = lower value. activity change, % (values are at about 110 or 230 µM). actives 0.15% (n = 480,000). AID 1347041; in the data active = activity change below about -30%; inconclusive = mostly about -25% to -30%;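 note: plate controls were DMSO wells for no effect and wells without enzyme for full effect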
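Remaining NADH was detected by diaphorase (0.133 mg/mL) converting 37 µM resazurin to fluorescent resorufin, read at 0 and 20 minutes. The preceding 5-minute room-temperature reaction used 2 nM LDHA, 0.2 mM sodium pyruvate and 0.06 mM NADH at pH 7.4.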
TrxR1 inh: rat TrxR1 inhibition; recombinant rTrxR1, NADPH fluorescence consumption, selenite substrate; Potency, µM (doses to about 114 µM), without a hit: at the highest dose activity change, negative = inhibition, most hits filed as inhibitors; O89049; actives 1% (n = 390,000); note: potency is the fitted concentration of half-maximal effect; % is set by controls: 0 for no effect and ±100 for the full control effect; nearly all actives have a fitted effect of over 65% in size
Target sequence (O89049 whole entry, looked up): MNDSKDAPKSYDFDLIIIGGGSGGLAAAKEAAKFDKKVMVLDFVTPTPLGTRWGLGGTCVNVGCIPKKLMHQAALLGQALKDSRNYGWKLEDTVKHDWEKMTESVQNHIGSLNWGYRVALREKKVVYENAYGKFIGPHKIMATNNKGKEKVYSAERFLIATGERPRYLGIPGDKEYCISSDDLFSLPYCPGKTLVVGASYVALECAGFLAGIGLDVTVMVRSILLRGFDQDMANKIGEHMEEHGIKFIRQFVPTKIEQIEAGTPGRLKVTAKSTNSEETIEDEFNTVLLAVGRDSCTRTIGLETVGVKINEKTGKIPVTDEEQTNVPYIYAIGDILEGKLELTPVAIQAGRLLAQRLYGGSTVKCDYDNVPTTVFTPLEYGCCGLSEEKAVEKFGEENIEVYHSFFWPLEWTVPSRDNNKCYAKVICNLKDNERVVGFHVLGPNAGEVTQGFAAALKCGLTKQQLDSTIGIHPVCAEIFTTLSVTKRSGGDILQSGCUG
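Rat TrxR1 (90 nM in the dispensed reagent) was pre-reduced with 400 uM NADPH for 5 min at room temperature, then incubated with compound for 15 min. After 400 uM selenite was added, NADPH fluorescence (Ex 340/Em 450 nm) was followed for 8 min.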
Vif-A3G inh: inhibitors of Vif-APOBEC3G interaction; Q9HC16; HeLa A3G-eYFP + Vif (tagged APOBEC3G with the HIV-1 protein that degrades it), YFP fluorescence, overnight; Potency, µM (top dose mostly 46.1 µM), for the others: at the highest dose activity, negative = active, most hits filed as inhibitors; actives 0.076% (n = 410,000); AID 602310;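 note: potency is the fitted concentration of half-maximal effect; % is set by controls: 0 for no effect and ±100 for the full control effect; nearly all actives have a fitted effect of over 60% in size; hits raise eYFP signal because A3G escapes Vif-driven loss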
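HeLa cells stably expressing Vif and C-terminally eYFP-tagged A3G, seeded overnight at 37 deg C, then exposed to compound by pintool overnight at 37 deg C. Rise in yellow fluorescence (Ex 488/Em 500-530, Acumen) marks blocked Vif-driven A3G degradation.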
GRP78 ERSR act: induces the endoplasmic reticulum stress response in human glioma cells; U87-MG GRP78 promoter luciferase reporter, 16 h; Potency, µM, for inactives: at the top dose activation, usual class: activators; actives 0.02% (n = 420,000); note: potency is the fitted concentration of half-maximal effect; series mostly up to about 76 µM; % of control where 0% means no effect; nearly all actives have a fitted effect of over 35% in size
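Stably transfected U87-MG human glioma cells carrying a GRP78-based luminescent sensor were seeded at 1000 cells/well, pin-dosed with compounds and incubated 16 h. Luciferase reagent was then added, and end-point luminescence was read after 10 min at room temperature.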
RGS4 inhibitor: inhibitors of human regulator of G protein signaling 4; P49798; Transcreener GDP fluorescence polarization, RGS4-accelerated GTP hydrolysis; Potency, µM (top dose mostly 114 µM), inactives show at the top dose activity change, negative = inhibition, hits mostly inhibitors; actives 0.039% (n = 390,000); note: potency is the fitted concentration of half-maximal effect; % is set by controls: 0 for no effect and ±100 for the full control effect; nearly all actives have a fitted effect of over 75% in size; some results filed as inactive show a strong effect at the top dose
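MLSMR compounds (23 nl, pin-transferred) preincubated 10 min at room temperature with a 500nM (2x) first reagent, then RGS4 at 900nM (2x) plus Transcreener GDP mix added; fluorescence polarization (620/688 nm) read before and after 90 min at 30 °C.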
Vif-APOBEC3F blk: blocks the Vif interaction with APOBEC3F. Potency, µM (titrated, usually from 46.1 µM), for the others: at the top dose activity, negative = active. actives 0.2% (n = 390,000). HeLa A3F-eYFP + Vif (tagged APOBEC3F with the HIV-1 protein that degrades it), YFP fluorescence increase; note: potency is the fitted concentration of half-maximal effect; % of control where 0% means no effect; nearly all actives have a fitted effect of over 65% in size
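HeLa cells stably expressing A3F-eYFP plus Vif, plated and incubated overnight at 37 deg C, then exposed to compounds overnight at 37 deg C. Blocked degradation read as raised yellow fluorescence (Ex 488/Em 500-530).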
USP1 inh: inhibitors of human USP1/UAF1 deubiquitinase; O94782; recombinant USP1/UAF1, Ub-Rhodamine cleavage fluorescence; Potency, µM (doses to about 57.1 µM), without a hit: top-dose activity change, negative = inhibition, usual class: inhibitors; actives 0.23% (n = 390,000); AID 743255; note: potency is the fitted concentration of half-maximal effect; % is set by controls: 0 for no effect and ±100 for the full control effect; nearly all actives have a fitted effect of over 60% in size; inactives centre near -12
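1 nM enzyme complex + cpd, 15 min RT; start with Ub-Rho 150nM final; kinetic fluorescence ex 480/em 540, 6 reads q60 s. Buffer 50mM HEPES pH 7.8, 0.5mM EDTA, 0.1 mg/ml BSA, 1mM TCEP, 0.01% Tween-20.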
TrxR1 substrate: is turned over as a substrate by rat TrxR1 | O89049 | purified TrxR1 substrate turnover, NADPH consumption readout | Potency, µM (highest dose often 114 µM), inactives show top-dose activity change, negative = substrate turnover | actives 0.01% (n = 390,000) | AID 588456; note: potency is the fitted concentration of half-maximal effect; % is set by controls: 0 for no effect and ±100 for the full control effect; nearly all actives have a fitted effect of over 50% in size
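Rat TrxR1, dispensed at 90 nM, was prereduced with 400 uM NADPH (final) for 5 min at ~22 deg C, then incubated with compound 15 min before 400 uM selenite. A first-read NADPH fluorescence drop versus no-compound background flagged substrates.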
Active calls of the source: *; u = inconclusive; x = no result given; & = joins results of further samples; [ ] = dose if it differs, or a comment. Unless noted, calls come from the whole dose curve; as a rule, active = well fitted curve in the direction sought with a large enough effect; inconclusive = small, poorly fitted or top-dose-only effect, or another doubt; inactive = no such curve, though single readings can be large; an effect the other way counts as inactive or inconclusive. Only part of the results is shown; the hit share may differ from the screen's.

[1] Cc1ccc(-c2noc(-c3cc(-c4ccc(F)cc4)n[nH]3)n2)cc1
[2] CCOc1cc(N2CCOCC2)c(OCC)cc1NC(=O)c1ccc(-n2ccnc2)c([N+](=O)[O-])c1
[3] O=C(CN1C(=O)NC2(CCCCCCC2)C1=O)N1CCN(C(=O)c2ccco2)CC1
[4] O=C(CSc1ncc2c(n1)-c1cc(Cl)ccc1N(Cc1ccccc1)S2(=O)=O)NCCc1ccccc1
[5] Fc1ccc(N2CCN(c3ncnc4nc[nH]c34)CC2)cc1
[6] CCc1ccc(OC)c(S(=O)(=O)NCc2cccs2)c1
[7] Cc1ccc(NC(=O)/C(=C/c2cccc([N+](=O)[O-])c2)NC(=O)C2CCCCC2)c(C)c1
[8] COc1cccc2[nH]c(C(=O)NCc3ccccc3)cc12
Assay by compound | 1 | 2 | 3 | 4 | 5 | 6 | 7 | 8
IDH1 R132H inh | -11% | -2% | 15% | 19% | 9% | -4% | 1% | 20%
LDHA inh | -16 | 5 | -8 | 4 | 1&-1 | -3 | 1 | -6
TrxR1 inh | 16%[57.1 µM] | 1% | 14%[57.1 µM] | 14%[57.1 µM] | 8% | -4% | 9% | 6%[57.1 µM]
Vif-A3G inh | 0% | -7% | 1% | 5% | -3% | 4% | -1% | 2%
GRP78 ERSR act | -2% | -7% | -5% | -2% | -1% | -5% | 1% | -4%
RGS4 inhibitor | 20% | -16% | 14% | -18% | -24% | -3% | 17% | -13%
Vif-APOBEC3F blk | 3% | 3% | 2% | 5% | 0% | -3% | -2% | 16%
USP1 inh | -12% | -11% | 11% | -12% | -14% | 0% | -22% | -5%
TrxR1 substrate | -2%[57.1 µM] | -2% | 13%[57.1 µM] | 10%[57.1 µM] | 8% | -7% | 5% | 20%[57.1 µM]

[9] Cc1ccc(OCC(=O)Nc2cccc(S(=O)(=O)N3CCCCCC3)c2)cc1C
[10] CCOC(=O)c1ccccc1NC(=O)CSc1nnnn1C
[11] COc1cc([N+](=O)[O-])ccc1NC(=S)N1CCOCC1
[12] O=C(NCCCc1ccccc1)c1cnc2n(c1=O)CCS2
[13] N#C/C(C(N)=O)=C1/SC(Cc2ccc(F)cc2)C(=O)N1c1ccccc1 (stereo unspecified)
[14] Cc1cc(C)cc(N2C(=O)CC(N3CCOCC3)C2=O)c1 (stereo unspecified)
[15] Oc1ccccc1C1=NC(c2ccccc2)NC(c2ccccc2)C1 (stereo unspecified)
[16] COc1ccc(NC(=O)c2oc3ccccc3c2NC(=O)c2cc3ccccc3o2)cc1
Assay by compound | 9 | 10 | 11 | 12 | 13 | 14 | 15 | 16
IDH1 R132H inh | -2% | -3% | 0% | -5% | -7% | 4% | -3% | 12%
LDHA inh | -4 | 0 | 1 | 2 | -6 | -7 | 3 | 6
TrxR1 inh | 7% | -16% | -18% | 30% | 4% | 15% | x | -29%
Vif-A3G inh | 2% | 0% | -6% | 0% | -2% | 0% | -19% | -1%
GRP78 ERSR act | 1% | 12% | 3% | 1% | -2% | -2% | 14% | 0%
RGS4 inhibitor | -30% | u | -20% | -1% | -10% | -14% | x | 16%
Vif-APOBEC3F blk | 6% | -1% | 1% | -4% | u | -1% | -1% | -12%
USP1 inh | -12% | 8% | -22% | 0% | -19% | -20% | -13% | -20%
TrxR1 substrate | -6% | 1%[57.1 µM] | -11% | -9% | -4% | 9% | x | 7%

A few values from the entries so far:
USP1 inh result of `COc1ccc(NC(=O)c2oc3ccccc3c2NC(=O)c2cc3ccccc3o2)cc1` = -20%
RGS4 inhibitor result of `COc1cc([N+](=O)[O-])ccc1NC(=S)N1CCOCC1` = -20%
Vif-A3G inh result of `O=C(CN1C(=O)NC2(CCCCCCC2)C1=O)N1CCN(C(=O)c2ccco2)CC1` = 1%

(next part)
[17] COc1ccc(-c2cc(-c3cccs3)nc(OC)c2C#N)cc1OC
[18] CC1CN(Cc2ccccc2)c2ccccc2NC1=S (stereo unspecified)
[19] CCOc1ccc(NC(=O)CCSc2nc(-c3ccc4c(c3)OCO4)cc(C(F)(F)F)n2)cc1
[20] Cc1ccc(NS(=O)(=O)c2ccc3c(c2)n(C)c(=O)n3C)cc1C
[21] COc1ccccc1C(C(C(=O)c1ccccc1)N1CCOCC1)N1CCOCC1 (stereo unspecified)
[22] CC1(C)Cc2nc3sc4c(SCC(=O)O)ncnc4c3cc2CO1
[23] Cc1cc(NS(=O)(=O)c2ccc(NC(=O)COc3cc(C)c(Br)cc3C(C)C)cc2)no1
[24] COC(=O)CN1C(=O)C(C)(C)Oc2ccc(C(=O)NC3CCCC3)cc21
Assay by compound | 17 | 18 | 19 | 20 | 21 | 22 | 23 | 24
IDH1 R132H inh | 3% | 1% | -4% | 3%&-9% | -1% | 4% | u | -3%
LDHA inh | -11 | -8 | -7 | -5&-7&1 | -6 | -4 | -12 | -4
TrxR1 inh | 85%[activator] | 1% | 8% | 15%&11% | 13% | 10% | -4% | 5%[0.0914 µM]
Vif-A3G inh | u | -8% | 3% | -11%&-1% | 0% | 4% | -4% | -1%
GRP78 ERSR act | -3% | -2% | -2% | -4%&-4% | 2% | -13% | -5% | -4%
RGS4 inhibitor | -35% | 5% | 10% | 9%&-18% | -4% | 30% | -25% | -2%
Vif-APOBEC3F blk | 4% | -2% | -5% | -4%&-23% | 8% | -5% | -6% | -9%
USP1 inh | -20% | -18% | -27% | -18%&-23% | u | -15% | u | 0%
TrxR1 substrate | 239%[activator] | -2% | 57%[activator] | -4%&0% | 4% | -1% | -1% | 6%[0.0914 µM]

[25] CN(C)c1ccc(-c2nc3ccccn3c2/N=C/c2ccc(Br)cc2)cc1
[26] CC1(C)Cc2c(sc(NC(=O)C(=O)NCC3CCCO3)c2C(N)=O)CO1 (stereo unspecified)
[27] COC(=O)c1cc(NC(=O)c2cccc(F)c2)cc(C(=O)OC)c1
[28] COc1ccc(NC(=O)CSc2nnc(-c3nonc3NC(C)=O)n2-c2ccccc2)cc1
[29] Cc1cc(O)cc(O)c1-c1onc(C(F)(F)F)c1-c1cscn1
[30] O=C(CCC1CC(=O)Nc2ccccc21)NCc1cccnc1 (stereo unspecified)
[31] COc1ccccc1/C=C/C(=O)Nc1ccc(N2CCOCC2)cc1
[32] CN(C(=O)c1ccc(NC(=O)Cc2cccc(NC(=O)C3CCCN(C(=O)C4CCC4)C3)c2)cc1)C1CC1 (stereo unspecified)
Assay by compound | 25 | 26 | 27 | 28 | 29 | 30 | 31 | 32
IDH1 R132H inh | 0% | -8% | 0% | 0% | 5% | -5% | -3% | -10%
LDHA inh | 5 | -1 | -5 | 0 | 5 | -6 | -3 | -10
TrxR1 inh | 19% | 9% | 3% | 22% | -7% | 7% | 19%[57.1 µM] | 9%
Vif-A3G inh | -3% | 0% | 5% | -1% | 2% | 1% | -3% | 0%
GRP78 ERSR act | -12% | 1% | -3% | 0% | -2% | -3% | 1% | 1%
RGS4 inhibitor | -9% | -14% | -5% | -12% | 17% | 9% | -6% | 22%
Vif-APOBEC3F blk | -9% | -4% | 12% | 3% | x | -10% | 6% | 7%
USP1 inh | -9% | -19% | -16% | -10% | -16% | -18% | -16% | -11%
TrxR1 substrate | 10% | -2% | -3% | 21% | -11% | 3% | -7%[57.1 µM] | 0%

[33] CCOC(=O)c1c(C)[nH]c(C(=O)N2CCN(CC)CC2)c1C
[34] COc1ccccc1/C=C/c1nc2ccccc2[nH]1
[35] COc1c(N)c2c(c([N+](=O)[O-])c1OC)C(=O)OC2
[36] CCOC(=O)NC(=O)/C(C=Nc1ccc(Cl)cc1)=C(\C)O
[37] COc1ccc(NS(=O)(=O)c2ccc(C)c(C(=O)N(C)CCc3ccc(OC)c(OC)c3)c2)cc1
[38] Cc1n[nH]c(C)c1S(=O)(=O)N(CC(=O)N1CCc2ccccc21)c1ccc(C(C)C)cc1
[39] COCON1C(=O)CN(C(C)=O)C1c1ccc(Cl)cc1Cl (stereo unspecified)
[40] CC(C)(C)n1nnnc1C(c1ccccc1F)N1CCN(C2CCCC2)CC1 (stereo unspecified)
Assay by compound | 33 | 34 | 35 | 36 | 37 | 38 | 39 | 40
IDH1 R132H inh | 11% | x | 0% | 6% | 0% | -1% | 2% | 1%
LDHA inh | -6 | -5 | 1 | -3 | -3 | -4 | -2 | 3
TrxR1 inh | 27% | 7% | -1%[57.1 µM] | 18%[11.4 µM] | 7% | 11% | 33% | -15%[57.1 µM]
Vif-A3G inh | 0% | -26% | 1% | 4% | 0% | u | -3% | -4%
GRP78 ERSR act | -4% | -5% | -3% | -4% | -4% | -5% | -2% | -4%
RGS4 inhibitor | 1% | x | -8% | -24% | 6% | -3% | -6% | -37%
Vif-APOBEC3F blk | -10% | x | -2% | -2% | 2% | -26% | -8% | -3%
USP1 inh | 3% | x | 2% | 2% | u | -24% | -12% | 7%
TrxR1 substrate | 11% | 26% | -8% | -3% | -3% | 5% | 2%[57.1 µM] | -11%

Source: PubChem BioAssay (National Center for Advancing Translational Sciences (NCATS))
